Screening data deposited in PubChem BioAssay by National Center for Advancing Translational Sciences (NCATS).
TRPV1 agonist = human TRPV1 agonism; Q8NER1; TRPV1-expressing cells, Fluo-8 calcium influx, agonist mode; activation, % at 8.33 µM; actives 0.19% (n = 320,000); AID 540275; in the data active = activation above about 80%; inconclusive = between about 30% and that limit; also: 0% is about no effect
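TRPV1-expressing cells were cultured overnight at 35.5C and loaded with Fluo-8 calcium dye for 40 to 90 min at room temperature. After a 10 s baseline, compound was added and calcium influx was read kinetically for 3 min (ex 480/em 520 nm).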
TSG101-PTAP inh = blocks PTAP/TSG101 interaction to inhibit HIV-1 budding; Potency, µM (series often up to 115 µM), without a hit: top-dose activity change, negative = inhibition, usual class: inhibitors; Q99816; 340,000 tested, under 10 active; Fluorescence polarization, FITC-PTAP peptide / Tsg101 binding; active = well fitted inhibition curve with a large enough effect in the main read-out, with a control signal flat, not every such curve was filed as active; inconclusive = small, poorly fitted or top-dose-only effect, or effect the other way, or a change in a side signal; inactive = no such curve, though single readings can be large or run the other way; also: potency is read from the fitted curve at half-maximal effect; % of control where 0% means no effect
Target sequence (Q99816 whole entry, looked up): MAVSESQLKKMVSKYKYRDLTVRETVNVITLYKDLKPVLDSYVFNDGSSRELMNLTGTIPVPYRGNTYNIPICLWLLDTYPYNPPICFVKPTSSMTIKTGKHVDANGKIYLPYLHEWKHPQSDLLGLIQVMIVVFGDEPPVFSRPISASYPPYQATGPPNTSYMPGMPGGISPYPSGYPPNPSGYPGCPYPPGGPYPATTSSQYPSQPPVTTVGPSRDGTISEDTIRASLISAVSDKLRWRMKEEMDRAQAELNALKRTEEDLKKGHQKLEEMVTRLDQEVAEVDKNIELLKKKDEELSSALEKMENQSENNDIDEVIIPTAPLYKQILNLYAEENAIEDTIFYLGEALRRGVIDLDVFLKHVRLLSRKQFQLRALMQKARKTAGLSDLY
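Steps: Tsg101 binding domain dispensed (10 uM final), compounds pinned in DMSO, FITC-labeled PTAP-motif peptide added (50 nM final); after 20 min binding at room temperature, polarization measured.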
ELG1 repair inh = blocks ELG1-dependent DNA repair in HEK293T cells; HEK293T ELG1-luciferase reporter, luminescence, 16 h; DNA damage induced by 5-fluorouridine; actives 2.3% (n = 330,000); Potency, µM (series often up to 46.1 µM), for inactives: at the top dose activity change, negative = inhibition, most hits filed as inhibitors; AID 504467; also: potency is read from the fitted curve at half-maximal effect; % is scaled to controls: 0 for no effect and ±100 for the full control effect; nearly all actives have a fitted effect of over 55% in size
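5-Fluorouridine DNA damage + compound/DMSO, 2,000 cells/well, 16 h, 37 °C/5% CO2. ONE-Glo, 30 min RT, luminescence. Readout = decrease in reporter signal.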
MLL CXXC-DNA inh = inhibitors of human MLL CXXC domain-DNA interaction. Q03164. actives 0.037% (n = 290,000). Potency, µM (series often up to 115 µM), for the others: at the highest dose activity change, negative = inhibition, actives largely listed as inhibitors. MLL-CXXC / FITC-HOXA9 DNA fluorescence polarization. AID 2662; active = well fitted inhibition curve with a large enough effect in the polarisation, with a control signal flat, not every such curve was filed as active; inconclusive = small, poorly fitted or top-dose-only effect, or effect the other way, or a change in a side signal; inactive = no such curve, though single readings can be large or run the other way; the % refers to the polarisation; also: potency is read from the fitted curve at half-maximal effect
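Purified MLL-CXXC (added from a 7 uM solution) was preincubated 5 min at ambient with pinned compounds in 50 mM Tris-HCl pH 7.5, 50 mM NaCl, 1 mM DTT, 0.05% BSA. Fluorescein-labeled HOX-A9 DNA (50 nM solution) followed, 30 min, then polarization read.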
p53 reactivator = mutant p53 re-activation in reporter cells; Potency, µM (top dose mostly 92.2 µM), for the others: at the highest dose activity change, positive = activation, actives largely listed as activators; actives 0.063% (n = 320,000); H1299 p53-A138V BP100-luciferase reporter, luminescence, 24 h; also: potency is read from the fitted curve at half-maximal effect; % of control where 0% means no effect; nearly all actives have a fitted effect of over 45% in size
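p53-null H1299 cells stably carrying temperature-sensitive p53-A138V and a BP100-luciferase reporter were pinned with compounds (4-point, 1:5 series) and held 24 hrs at 37 deg C. Luminescence was read 10 min after detection reagent.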
B2AR arrestin = recruits beta-arrestin to the human beta2-adrenergic receptor; Potency, µM (series often up to 46.1 µM), without a hit: top-dose activation, most hits filed as activators; actives 0.02% (n = 330,000); P07550; beta-arrestin recruitment to beta2AR, cell-based reporter; AID 492947;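 also: potency is read from the fitted curve at half-maximal effect; 0% = DMSO controls and full agonism = EC100 isoproterenol or metaproterenol; nearly all actives have a fitted effect of over 65% in size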
Target sequence (P07550 whole entry, looked up): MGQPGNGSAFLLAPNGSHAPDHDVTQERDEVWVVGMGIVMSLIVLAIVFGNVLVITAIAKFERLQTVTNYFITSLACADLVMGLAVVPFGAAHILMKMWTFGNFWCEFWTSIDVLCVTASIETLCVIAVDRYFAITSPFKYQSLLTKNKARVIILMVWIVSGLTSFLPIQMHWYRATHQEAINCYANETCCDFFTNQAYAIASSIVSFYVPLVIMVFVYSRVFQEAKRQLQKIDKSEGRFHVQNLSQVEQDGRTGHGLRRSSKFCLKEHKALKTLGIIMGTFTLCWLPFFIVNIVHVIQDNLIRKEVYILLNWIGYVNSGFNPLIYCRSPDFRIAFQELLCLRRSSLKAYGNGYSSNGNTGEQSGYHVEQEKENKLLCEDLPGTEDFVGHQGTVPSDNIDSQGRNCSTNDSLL
TCR act = activates T cell receptor signaling; primary human leukocytes, anti-CD3, IL-2 HTRF, 48 h; Potency, µM (top dose mostly 9.22 µM), for inactives: at the top dose activation of IL-2 secretion, most hits filed as activators; 330,000 tested, under 10 active; also: % of control where 0% means no effect
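Primary human leukocytes receive a-CD3 beads and test compound and are incubated 48 hr. Secreted IL-2 is then assayed by HTRF, measuring 665nm acceptor emission after 320nm excitation of the europium donor.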
BRCA1 expr up = BRCA1 expression activation; MCF7-BRCA1-FFLuc reporter, luminescence, 48 h; response scale: scaled: vehicle 0%, 10 µM genistein 100%; Potency, µM (titrated, usually from 46.1 µM), for the others: at the top dose activation, most hits filed as activators; actives 1.1% (n = 380,000); AID 624202; also: potency is read from the fitted curve at half-maximal effect; nearly all actives have a fitted effect of over 80% in size; some results filed as inactive show a strong effect at the top dose
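MCF7-BRCA1-FFLuc, 2000 cells/well; 2 h attach, 37 °C/5% CO2; compound 48 h; luciferase substrate 15 min; luminescence end-point. Norm. to genistein 10 microM max activation and DMSO; concentration-response curves fitted.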
AT treatment = candidate therapy for ataxia-telangiectasia; Potency, µM (doses to about 57.5 µM), for inactives: top-dose activation, most hits filed as activators; actives 0.19% (n = 320,000); […] A-T fibroblasts, KAP-1 phosphorylation AlphaLISA; neocarzinostatin DNA damage 30 min before lysis; AID 485349; also: potency is read from the fitted curve at half-maximal effect; % of control where 0% means no effect; nearly all actives have a fitted effect of over 45% in size
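ATM-like activity read as KAP-1 phosphorylation via AlphaLISA donor/acceptor antibody pairs after lysis and 6 hr at 25C. Cells were ATM-null patient fibroblasts ([…], hTERT), dosed 60 min, then exposed to the DSB inducer NCS for 30 min.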
a7 integrin act = activates integrin-mediated alleviation for muscular dystrophy; alpha7betagal myoblasts, beta-gal FDG fluorescence, 48 h; Potency, µM (series often up to 38.3 µM), for the others: at the highest dose activation, usual class: activators; actives 0.064% (n = 350,000);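 also: potency is read from the fitted curve at half-maximal effect; 100% = response of the positive control SU9516; nearly all actives have a fitted effect of over 60% in size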
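Alpha7betagal+/- myoblasts (passage 13) were plated 16-24 hr, then exposed to compounds (1:260 dilution of DMSO stock) for 48 hours at 37C. After MPER lysis, β-galactosidase reporter activity was read as FDG fluorescence (ex 480/em 540) after 30 minutes.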
Numbers without * were called inactive; ? = inconclusive; nt = no result given; [ ] = dose if it differs, or a comment. Unless noted, calls follow the shape of the dose curve; as a rule, active = well fitted curve in the direction sought with a large enough effect; inconclusive = small, poorly fitted or top-dose-only effect, or another doubt; inactive = no such curve, though single readings can be large; an effect the other way counts as inactive or inconclusive.

SMILES	TRPV1 agonist	TSG101-PTAP inh	ELG1 repair inh	MLL CXXC-DNA inh	p53 reactivator	B2AR arrestin	TCR act	BRCA1 expr up	AT treatment	a7 integrin act
CN1C(=O)N(C)C(c2cccc([N+](=O)[O-])c2)C2=C1CCCC2=O (stereo not given)	0	-1%	14%	9%	2%	-0.2%	1%	-9%	1%	4%
COc1ccc(CSc2nnnn2-c2ccc(O)cc2)cc1F	3	-3%	?	12%	5%	-1.1%	-1%	-25%	2%	4%
COc1cc(/C=C/C(=O)O)cc(S(=O)(=O)NC2CC2)c1OC	1	-4%	2%	3%	6%	-0.4%	0%[46.1 µM]	-22%	6%	21%
CCN1CCN(C(=O)/C(=C/c2cccs2)NC(=O)c2ccc(C)c(C)c2)CC1	3	-8%	3%	3%	13%	-0.4%	6%	6%	11%	0%
O=C(O)/C=C/C(=O)NCc1ccccn1	-1	-7%	0%	-2%	-4%	0.1%	-5%	10%	-2%	-13%
CN1CCN(c2nnc(-c3cccs3)c3ccccc23)CC1	2	1%	-4%	-4%	-1%	0.2%	2%	-9%	14%	11%
Cc1ccc(C2C(=O)N(C3CCC(C)CC3)CC(=O)N2C2CCCC2)cc1 (stereo not given)	?	-4%	9%	-1%	-4%	0.4%	6%	-19%	4%	-1%
Cc1nn(Cc2ccc(Cl)cc2)c(C)c1NC(=O)CCCn1nc([N+](=O)[O-])c(Cl)c1C	?	0%	?	-4%	-5%	-0.1%	-1%[46.1 µM]	-25%	0%	-12%
O=C1C2C3C=CC(C3)C2C(=O)N1CCN1CCN(Cc2ccc([N+](=O)[O-])cc2)CC1 (stereo not given)	5	1%	?	-27%	0%	-0.1%	-4%	3%	2%	10%
CC(=O)c1c(Nc2ccccc2)sc(C(=O)c2ccccc2)c1C	7	-2%	?	10%	-8%	4.5%	3%[46.1 µM]	-31%	7%	-35%[inhibitor]
CCOC(=O)C1=C(CSc2nc3c(cc2C#N)CN(C)CC3)OC(N)=C(C#N)C1c1ccc(Cl)cc1 (stereo not given)	-6	-2%	-6%	-5%	10%	-0.5%	-4%	-21%	-1%	14%
CCCC(=O)Nc1c(C(=O)OCC)[nH]c2ccccc12	-2	-3%	?	5%	-1%	-0.3%	-6%	-24%	16%	-24%
O=C(COC(=O)/C=C/c1ccc(C(F)(F)F)cc1)NC1CCS(=O)(=O)C1 (stereo not given)	-2	-1%	13%	nt	-1%	-0.6%	-4%	7%	-11%	8%
CCOc1ccc(-c2ccc(/C=C3/C(=N)N4C=CSC4=NC3=O)o2)c([N+](=O)[O-])c1	3	2%	0%	17%	-19%	0.3%	2%[46.1 µM]	-55%	-1%	-19%
CC(C)[C@H](NC(=O)c1cccc(CN(Cc2ccccc2)C(=O)/C=C/c2ccccc2)c1)C(=O)O	nt	-1%	nt	nt	nt	nt	8%	11%	nt	5%
C/C(=N/OC(=O)c1ccccc1)c1oc(C)nc1C	0	-2%	?	-22%	-2%	-0.2%	0%	13%	-2%	-9%
Cc1ccc2oc(C(=O)NCC(c3ccco3)N(C)C)c(C)c2c1 (stereo not given)	-6	-2%	?	12%	?	4.5%	-5%	2%	1%	0%
CCOc1ccc(OCCC(=O)OCC(=O)N2CCN(S(=O)(=O)c3ccc(C)cc3C)CC2)cc1	nt	-1%	nt	nt	nt	nt	-1%	2%	nt	?
O=C1C2C3C=CC(C3)C2C(=O)N1Cc1ccccc1 (stereo not given)	6	-1%	7%	2%	2%	0.0%	nt	-23%	-1%	-6%
COc1ccccc1NC(=O)c1cc(Br)ccc1Cl	-3	3%	-7%	7%	1%	0.0%	0%	-55%	6%	21%
COc1ccccc1NS(=O)(=O)c1ccc(N2CCOCC2)c(N)c1	nt	-3%	-2%	nt	-6%	0.2%	5%	-26%	5%	0%
Cc1c(CN2CCC(CO)(Cc3ccccc3)CC2)c2ccccc2n1C	5	-6%	-4%	-28%	-4%	0.3%	-7%	-27%	0%	-58%[inhibitor]
O=C1Cc2c(-c3ccccc3)cc(-c3cccc(Cl)c3)nc2-c2ccccc2N1	nt	-1%	nt	nt	nt	nt	1%	-15%	nt	4%
COCCCNC(=S)N(CCO)Cc1cc2cc3c(cc2[nH]c1=O)OCO3	1	1%	-3%	1%	-22%	-0.4%	1%	-32%	12%	11%
CCOC(=O)c1c(NC(=O)CSc2nc3ccccc3c(=O)n2-c2ccccc2)sc(C(C)=O)c1C	-4	-2%	?	-5%	-13%	0.6%	-7%[46.1 µM]	-15%	-4%	-14%

Following part.
SMILES	TRPV1 agonist	TSG101-PTAP inh	ELG1 repair inh	MLL CXXC-DNA inh	p53 reactivator	B2AR arrestin	TCR act	BRCA1 expr up	AT treatment	a7 integrin act
CCOC(=O)c1ccc(CNC(=O)CSc2nnnn2-c2ccc(Cl)cc2)o1	1	2%	?	6%	-2%	0.0%	-19%	-6%	0%	-24%
CCC(CC)NCC(O)COc1ccc(Br)cc1 (stereo not given)	-1	0%	0%	7%	5%	-0.1%	-11%	-1%	2%	-65%[inhibitor]
C[C@]12C=CC(=O)C=C1CC[C@@H]1C2C(O)C[C@@]2(C)C1CC[C@]2(O)C(=O)COC(=O)CCC(=O)NC(CC(=O)O)C(=O)O (stereo not given in full)	-1	-8%	7%	10%	20%	-0.8%	-2%	-6%	-4%	-11%
CCCCC(=O)NC(=S)Nc1ccc(NC(=O)C(C)C)c(OC)c1	11	-5%	0%	-1%	6%	-0.4%	2%	1%	0%	-4%
CCC(=O)NC(c1cccs1)c1cc(Cl)c2ccccc2c1O (stereo not given)	2	-2%	?	nt	-16%	-0.3%	3%	-22%	8%	nt
CCCC(=O)Nc1ccc(-c2nc3ncccc3o2)cc1	-3	-2%	?	0%	nt	0.5%	6%	?	-1%	7%
CCOC(=O)c1sc(/N=C/c2ccc(O)cc2O)cc1C	-3	-1%	27%	?	22%	-0.6%	10%[46.1 µM]	4%	-12%	11%
COc1ccc2c(C)cc(=O)oc2c1C	1	-6%	-3%	-2%	-6%	-0.1%	-3%	41%	29%	0%
CCC(C)c1ccc2oc(-c3ccc(NC(=O)Cn4cnc5c(=O)n(C)c(=O)n(C)c54)cc3)nc2c1 (stereo not given)	-5	-4%	?	6%	?	-0.3%	nt	-55%	6%	-14%
CN(C(=O)c1cccc(NC(=O)c2ccco2)c1)c1ccccc1	3	-1%	?	7%	nt	4.0%	8%	0%	9%	-15%
COc1cc(/C=C2\SC(=S)N(N(C)c3ccccc3)C2=O)ccc1O	nt	8%	-2%	?	-1%	-0.4%	4%	0%	1%	?
CCCCNC(=O)c1ccc(CS(=O)(=O)c2cccc(C(F)(F)F)c2)o1	3	1%	-2%	14%	-15%	-0.2%	9%	6%	7%	16%
COc1ccc(C(=O)Nc2cc(S(=O)(=O)N3CCCC3)ccc2Cl)cc1	nt	-2%	?	nt	-2%	1.8%	1%	-13%	-16%	3%
CCOC(=O)c1c(NC(=O)COC(=O)c2ccc(Cl)nc2)sc(C(=O)N(C)C)c1C	-2	0%	-18%	nt	1%	-0.4%	1%	-3%	-2%	-21%
Cc1cccc(C)c1NC(=O)CSc1nnc([C@H](C)NC(=O)OC(C)(C)C)o1	-1	-3%	-9%	-3%	-3%	0.4%	-1%	4%	12%	-11%
CCc1cc2c(=O)n(CCCOC)c(SCC(=O)Nc3oc(C)c4c(C)n[nH]c(=O)c34)nc2s1	-1	-6%	?	nt	-4%	-0.3%	0%	-19%	2%	0%
O=C(CCN1C(=O)S/C(=C\c2ccccc2)C1=O)Nc1ccc(S(=O)(=O)Nc2nccs2)cc1	2	1%	-2%	-5%	6%	0.3%	6%	-1%	0%	9%
CC(C)C(NC(=O)c1ccccc1)C(=O)N1CCCCCC1 (stereo not given)	4	-1%	-1%	-11%	3%	-0.5%	-1%	0%	-8%	-25%
CC(C)C[C@H](CO)Nc1nc(Nc2cccc(Cl)c2)c2ncn(C(C)C)c2n1	?	0%	0%	9%	?	-0.1%	-21%	-4%	-23%	-12%
COc1ccc2c(c1)-c1nc(/N=C/c3cccc(OC)c3O)sc1CC2	-11	-2%	-3%	0%	3%	0.2%	18%	22%	-8%	-1%
COc1cc([N+](=O)[O-])ccc1NC(=O)Cc1ccc(F)cc1	0	-1%	-22%	16%	-8%	-1.0%	-5%[46.1 µM]	-14%	-2%	1%
COc1ccc(Cc2nc(N)nc(N)n2)cc1	-1	-6%	22%	-9%	3%	-0.2%	-9%[46.1 µM]	-17%	nt	8%
COc1cc(OC)cc(C(=O)N[C@H](C(=O)OCC(=O)c2ccc(C)c([N+](=O)[O-])c2)C(C)C)c1	nt	-4%	-5%	nt	7%	-0.2%	2%[46.1 µM]	1%	-2%	15%

The order is random; about 3.8% have a hit in one of these screens.
